NFkB transloc pot – enhances IL-1B driven NFkB nuclear translocation; HUVEC IL-1B NFkB p65 nuclear translocation imaging; activation, % at 2 µM; 94,000 tested, 0.3% active; AID 819;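 active = activation above 40%, about the mean plus 3 SD, also judged a hit on visual image review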;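 also: percent activation is computed from the nuclear over cytoplasmic p65 intensity ratio; values of inactives mirror those of a sister screen read the other way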
Bcl-B displacement – displacers of TR3 peptide from Bcl-B, primary screen, selectivity assay for Bfl-1 inhibitor project, biochemical, fluorescence polarization; one-dose displacement, % at 20 µM; IC50 in µM for titrated hits; FP displacement of FITC-TR3 peptide from Bcl-B; higher % means a stronger effect; 96,000 tested, 0.11% active; AID 748;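 active = displacement above 50% at 20 µM plus a fluorescence interference ratio under 1.5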;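 also: plate controls were wells without compound for no effect and wells lacking Bcl-B protein for full effect; a part of the inactive calls stands beside numbers as strong as those of hits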
NFkB transloc inh – blocks IL-1B driven NFkB nuclear translocation in HUVEC cells. HUVEC IL-1B NFkB p65 nuclear translocation imaging. inhibition, % at 2 µM. 94,000 tested, 0.43% active;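 active = inhibition above about 30% together with a positive call from visual inspection of the well image, limit read from the data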;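 also: nuclear over cytoplasmic p65 intensity ratio measured by imaging; 0% = IL-1B stimulated DMSO wells and 100% = unstimulated DMSO wells; values of inactives mirror those of a sister screen read the other way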
MRP resist rev – reverses drug resistance mediated by MRP; H69AR cells + 2 uM doxorubicin, CellTiter-Glo, 72 h; differential viability (reversal), % at 10 µM; 85,000 tested, 0.04% active;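 active = viability drop by adding the cancer drug above about 55%, with treated viability meeting a 40% cutoff, limit read from the data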;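 also: viability without doxorubicin minus viability with 2 µM doxorubicin for each compound; larger differential means the compound sensitizes cells more to doxorubicin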
PLAP inhibition – PLAP enzyme inhibitors, biochemical, luminescence, HTS (AID 690) | purified PLAP, luminescent substrate; higher % means a stronger effect | inhibition, % at 20 µM; hits with a dose series show IC50 in µM | 96,000 tested, 0.08% active; in the data active = a potency from the dose series; inactive = the rest, 99 in 100 with inhibition below about 30%; also: strong numbers were not always called active
MRP resist rev cytotoxicity – second read-out of MRP resist rev, no call of its own (marks repeat the call); viability, %; H69AR cells, CellTiter-Glo, 72 h; measured here: cytotoxicity without doxorubicin
MRP resist rev with doxorubicin – further read-out of MRP resist rev, marked with its call; viability, %; measured here: viability with 2 uM doxorubicin; stronger effect = lower value
NFkB transloc inh cell count 2 µM – further read-out of NFkB transloc inh, marked with its call; cell count; measured here: cells passing quality filter;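 raw number of nuclei counted in each imaged well without normalization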
NFkB transloc pot cell count 2 µM – second read-out of NFkB transloc pot, no call of its own (marks repeat the call); cell count; measured here: cells passing quality filter
* marks the source's active call; other numbers are inactive results.

Screening CC(=O)c1ccc(N2CCN(C(=O)c3ccc(NC(=O)C4CCCO4)cc3)CC2)cc1 (stereo not drawn) returned Bcl-B displacement 6%, MRP resist rev 1, PLAP inhibition -34%, MRP resist rev cytotoxicity 96 and MRP resist rev with doxorubicin 95.
Screening COc1ccccc1NC(=O)c1cc2ccccc2o/c1=N\O returned Bcl-B displacement 4%, MRP resist rev 2, PLAP inhibition 18%, MRP resist rev cytotoxicity 53 and MRP resist rev with doxorubicin 51.
`N=C1C(=O)OCC1c1cc(Cl)ccc1NC(=O)Nc1ccccc1` (stereo not drawn) gave NFkB transloc pot 5, NFkB transloc inh -5, MRP resist rev 12, MRP resist rev cytotoxicity 86, MRP resist rev with doxorubicin 75, NFkB transloc inh cell count 2 µM 107 and NFkB transloc pot cell count 2 µM 107.
`CCCCCn1c(=O)[nH]c2cc(C(=O)NCCN3CCOCC3)ccc2c1=O` gave NFkB transloc pot 6, NFkB transloc inh -6, NFkB transloc inh cell count 2 µM 144 and NFkB transloc pot cell count 2 µM 144.
For Nc1cc(N)nc(SCC(=O)N2CCN(C(=O)c3ccco3)CC2)n1 the results were NFkB transloc pot 4, Bcl-B displacement 0%, NFkB transloc inh -4, PLAP inhibition 22%, NFkB transloc inh cell count 2 µM 220 and NFkB transloc pot cell count 2 µM 220.
`CCCn1c(NCc2ccc(N(C)C)cc2)nc2ccccc21` gave NFkB transloc pot -14, Bcl-B displacement 2%, NFkB transloc inh 14, MRP resist rev 8, PLAP inhibition -18%, MRP resist rev cytotoxicity 84, MRP resist rev with doxorubicin 76, NFkB transloc inh cell count 2 µM 193 and NFkB transloc pot cell count 2 µM 193.
`O=C(NNC(=O)c1ccc2ccccc2c1O)c1ccccc1Cl` gave NFkB transloc pot 0, Bcl-B displacement -1%, NFkB transloc inh 0, PLAP inhibition -45%, NFkB transloc inh cell count 2 µM 125 and NFkB transloc pot cell count 2 µM 125.
Cc1cc(C)c(OCC(=O)Nc2cccc(O)c2)cc1C was read as NFkB transloc pot 33, Bcl-B displacement -7%, NFkB transloc inh -33, MRP resist rev 8, PLAP inhibition 10%, MRP resist rev cytotoxicity 97, MRP resist rev with doxorubicin 89, NFkB transloc inh cell count 2 µM 187 and NFkB transloc pot cell count 2 µM 187.
COc1cc(NC(=O)c2ccc3c(c2)OCO3)c2ncccc2c1 was read as NFkB transloc pot 0, NFkB transloc inh 0, MRP resist rev -9, MRP resist rev cytotoxicity 47, MRP resist rev with doxorubicin 56, NFkB transloc inh cell count 2 µM 99 and NFkB transloc pot cell count 2 µM 99.
Screening CC1=C(C#N)C(c2cccnc2)C2=C(CC(C)(C)CC2=O)N1 (stereo not drawn) returned Bcl-B displacement 4%, MRP resist rev 11, PLAP inhibition 14%, MRP resist rev cytotoxicity 54 and MRP resist rev with doxorubicin 43.
`COC(=O)c1cc2n3ccccc3c(C)c(-c3ccccc3)c-2c1C(=O)OC` gave NFkB transloc pot -14, Bcl-B displacement 90%, NFkB transloc inh 14, PLAP inhibition -5%, NFkB transloc inh cell count 2 µM 149 and NFkB transloc pot cell count 2 µM 149.
For NC(=O)c1sc2nccc(Nc3ccccc3)c2c1N the results were Bcl-B displacement 5%, MRP resist rev -8, PLAP inhibition 20%, MRP resist rev cytotoxicity 65 and MRP resist rev with doxorubicin 73.
`O=P(O)(CCc1ccccc1)C(O)c1ccccc1` (stereo not drawn) gave NFkB transloc pot 4, Bcl-B displacement -4%, NFkB transloc inh -4, MRP resist rev -6, PLAP inhibition -5%, MRP resist rev cytotoxicity 87, MRP resist rev with doxorubicin 93, NFkB transloc inh cell count 2 µM 183 and NFkB transloc pot cell count 2 µM 183.
`O=C(O)CSCCC(=O)Nc1ccc(F)cc1` gave NFkB transloc pot -12, Bcl-B displacement 5%, NFkB transloc inh 12, MRP resist rev 20, PLAP inhibition -4%, MRP resist rev cytotoxicity 110, MRP resist rev with doxorubicin 90, NFkB transloc inh cell count 2 µM 228 and NFkB transloc pot cell count 2 µM 228.
CCCCn1c(CNC(=O)CCC)nc2ccccc21 was read as NFkB transloc pot 13, Bcl-B displacement -1%, NFkB transloc inh -13, MRP resist rev 22, PLAP inhibition 1%, MRP resist rev cytotoxicity 103, MRP resist rev with doxorubicin 81, NFkB transloc inh cell count 2 µM 85 and NFkB transloc pot cell count 2 µM 85.
`CC(C)OC(=O)CSc1nnc(-c2ccc(Cl)cc2)n1N` gave NFkB transloc pot 3, Bcl-B displacement 2%, NFkB transloc inh -3, MRP resist rev 5, PLAP inhibition 6%, MRP resist rev cytotoxicity 101, MRP resist rev with doxorubicin 96, NFkB transloc inh cell count 2 µM 121 and NFkB transloc pot cell count 2 µM 121.
`COC(=O)CC1SC(=O)NC1=Nc1ccc(C)cc1` (stereo not drawn) gave Bcl-B displacement -5%, MRP resist rev 15, PLAP inhibition -5%, MRP resist rev cytotoxicity 103 and MRP resist rev with doxorubicin 88.
`C=CCc1ccc(OCCCCN2CC(C)OC(C)C2)c(OC)c1` (stereo not drawn) gave NFkB transloc pot -13, Bcl-B displacement 0%, NFkB transloc inh 13, MRP resist rev 16, PLAP inhibition -99%, MRP resist rev cytotoxicity 84, MRP resist rev with doxorubicin 68, NFkB transloc inh cell count 2 µM 145 and NFkB transloc pot cell count 2 µM 145.
Screening CC1=Nc2ccccc2NC(=O)C1Sc1nnc(C)s1 (stereo not drawn) returned NFkB transloc pot 3, NFkB transloc inh -3, MRP resist rev 1, MRP resist rev cytotoxicity 92, MRP resist rev with doxorubicin 91, NFkB transloc inh cell count 2 µM 117 and NFkB transloc pot cell count 2 µM 117.
For Cc1ccc(S(=O)(=O)Nc2c(C)nn(C)c2C)cc1 the results were NFkB transloc pot 6, Bcl-B displacement 10%, NFkB transloc inh -6, MRP resist rev -3, PLAP inhibition 12%, MRP resist rev cytotoxicity 99, MRP resist rev with doxorubicin 103, NFkB transloc inh cell count 2 µM 176 and NFkB transloc pot cell count 2 µM 176.

Part of the list above in order of count of non-hydrogen atoms, low to high:
`O=C(O)CSCCC(=O)Nc1ccc(F)cc1` gave NFkB transloc pot -12, Bcl-B displacement 5%, NFkB transloc inh 12, MRP resist rev 20, PLAP inhibition -4%, MRP resist rev cytotoxicity 110, MRP resist rev with doxorubicin 90, NFkB transloc inh cell count 2 µM 228 and NFkB transloc pot cell count 2 µM 228.
CCCCn1c(CNC(=O)CCC)nc2ccccc21 was read as NFkB transloc pot 13, Bcl-B displacement -1%, NFkB transloc inh -13, MRP resist rev 22, PLAP inhibition 1%, MRP resist rev cytotoxicity 103, MRP resist rev with doxorubicin 81, NFkB transloc inh cell count 2 µM 85 and NFkB transloc pot cell count 2 µM 85.
Screening CC1=C(C#N)C(c2cccnc2)C2=C(CC(C)(C)CC2=O)N1 (stereo not drawn) returned Bcl-B displacement 4%, MRP resist rev 11, PLAP inhibition 14%, MRP resist rev cytotoxicity 54 and MRP resist rev with doxorubicin 43.
`CCCCCn1c(=O)[nH]c2cc(C(=O)NCCN3CCOCC3)ccc2c1=O` gave NFkB transloc pot 6, NFkB transloc inh -6, NFkB transloc inh cell count 2 µM 144 and NFkB transloc pot cell count 2 µM 144.

Next section:
For CCOC(=O)CCNc1n[nH]c(=O)[nH]c1=O the results were NFkB transloc pot 11, Bcl-B displacement 6%, NFkB transloc inh -11, MRP resist rev 6, PLAP inhibition 5%, MRP resist rev cytotoxicity 111, MRP resist rev with doxorubicin 104, NFkB transloc inh cell count 2 µM 145 and NFkB transloc pot cell count 2 µM 145.
`CC1(C)CC(=O)C2=C(C1)N(Cc1ccco1)C(=O)C2(NC(=O)c1ccc(Cl)cc1Cl)C(F)(F)F` (stereo not drawn) gave NFkB transloc pot -5, Bcl-B displacement -4%, NFkB transloc inh 5, MRP resist rev -9, PLAP inhibition -1%, MRP resist rev cytotoxicity 85, MRP resist rev with doxorubicin 94, NFkB transloc inh cell count 2 µM 180 and NFkB transloc pot cell count 2 µM 180.
Screening CC(=O)NC1(C(F)(F)F)C(=O)N(Cc2ccccc2)C2=C1C(=O)CC(C)(C)C2 (stereo not drawn) returned NFkB transloc pot -3, Bcl-B displacement -3%, NFkB transloc inh 3, MRP resist rev 2, PLAP inhibition -33%, MRP resist rev cytotoxicity 89, MRP resist rev with doxorubicin 86, NFkB transloc inh cell count 2 µM 169 and NFkB transloc pot cell count 2 µM 169.
Screening N#CC1=C(N)Oc2n[nH]c(-c3ccncc3)c2C1c1ccsc1 (stereo not drawn) returned NFkB transloc pot 9, Bcl-B displacement 4%, NFkB transloc inh -9, MRP resist rev 2, PLAP inhibition -5%, MRP resist rev cytotoxicity 94, MRP resist rev with doxorubicin 92, NFkB transloc inh cell count 2 µM 148 and NFkB transloc pot cell count 2 µM 148.
COc1ccc(CN2CCN(C(=O)CC(C)C)CC2)cc1OC was read as NFkB transloc pot -6, Bcl-B displacement -6%, NFkB transloc inh 6, MRP resist rev -6, PLAP inhibition -12%, MRP resist rev cytotoxicity 83, MRP resist rev with doxorubicin 88, NFkB transloc inh cell count 2 µM 213 and NFkB transloc pot cell count 2 µM 213.
COc1cc(C2C(C#N)=C(N)Oc3cc(C)n(CCc4ccccc4)c(=O)c32)cc2c1OCO2 (stereo not drawn) was read as Bcl-B displacement -3%, MRP resist rev -9, PLAP inhibition 21%, MRP resist rev cytotoxicity 51 and MRP resist rev with doxorubicin 60.
Screening CCCCSc1nnc(-c2ccc(NC(=O)CCc3ccccc3)cc2)n1C returned NFkB transloc pot 9, NFkB transloc inh -9, MRP resist rev -30, MRP resist rev cytotoxicity 80, MRP resist rev with doxorubicin 109, NFkB transloc inh cell count 2 µM 139 and NFkB transloc pot cell count 2 µM 139.
CC(=O)c1c(C(C)=O)c(C)n(Cc2ccccc2)c1C was read as NFkB transloc pot 17, Bcl-B displacement -3%, NFkB transloc inh -17, MRP resist rev -1, PLAP inhibition 8%, MRP resist rev cytotoxicity 97, MRP resist rev with doxorubicin 98, NFkB transloc inh cell count 2 µM 81 and NFkB transloc pot cell count 2 µM 81.
`CCC(C)NC(=O)CN(c1ccc(OC)cc1)S(=O)(=O)c1ccc(NC(C)=O)cc1` (stereo not drawn) gave Bcl-B displacement 0%, MRP resist rev 12, PLAP inhibition -20%, MRP resist rev cytotoxicity 97 and MRP resist rev with doxorubicin 85.
`Cc1nn(-c2ccccc2)c(Cl)c1C(=O)Nc1nnc(C2CCCC2)s1` gave Bcl-B displacement 1%, MRP resist rev -12, PLAP inhibition -45%, MRP resist rev cytotoxicity 93 and MRP resist rev with doxorubicin 105.
COCc1c(C(=O)OCC(=O)c2c(N)n(CC(C)C)c(=O)n(C)c2=O)oc2ccccc12 was read as NFkB transloc pot -17, Bcl-B displacement -3%, NFkB transloc inh 17, MRP resist rev 1, PLAP inhibition -70%, MRP resist rev cytotoxicity 79, MRP resist rev with doxorubicin 78, NFkB transloc inh cell count 2 µM 111 and NFkB transloc pot cell count 2 µM 111.
For COC(=O)c1cn(CCOc2ccccc2)c2ccccc12 the results were NFkB transloc pot -1, Bcl-B displacement -7%, NFkB transloc inh 3, MRP resist rev 19, PLAP inhibition -5%, MRP resist rev cytotoxicity 101, MRP resist rev with doxorubicin 83, NFkB transloc inh cell count 2 µM 86 and NFkB transloc pot cell count 2 µM 86.
`CCOC(=O)C1=C(O)/C(=C/c2cc(OC)c(OC)c(OC)c2)N=C1C` gave NFkB transloc pot -3, Bcl-B displacement -1%, NFkB transloc inh 3, MRP resist rev -2, PLAP inhibition -31%, MRP resist rev cytotoxicity 75, MRP resist rev with doxorubicin 76, NFkB transloc inh cell count 2 µM 152 and NFkB transloc pot cell count 2 µM 152.
Screening CCS(=O)(=O)C(=C(Nc1ccc(OC)cc1)Nc1ccc(OC)cc1)S(=O)(=O)CC returned NFkB transloc pot 4, Bcl-B displacement -7%, NFkB transloc inh -4, PLAP inhibition -2%, NFkB transloc inh cell count 2 µM 133 and NFkB transloc pot cell count 2 µM 133.
Screening Cc1cc(NC(=O)c2noc3c2CCCC3)no1 returned Bcl-B displacement -4%, MRP resist rev 13, PLAP inhibition 1%, MRP resist rev cytotoxicity 106 and MRP resist rev with doxorubicin 93.

Source: PubChem (several laboratories)

Only part of the results is shown; rates above refer to the full screens.
